Compound activity from PubChem BioAssay.
MrgX1 PAM: allosterically activates human MrgX1 receptor signaling; AID 588675; hit rate 0.63% among 310,000; MrgX1-HEK293, Fluo-4 calcium flux, FDSS; hits give high values; B-score at 10 µM;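 active = plate-corrected calcium response at least 3 library SD above typical, normal starting fluorescence, not activating the receptor alone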;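 note: compound read alongside a low EC10 to EC30 dose of BAM8-22 agonist; peak minus trough fluorescence over baseline measured at the second addition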
TMEM16A act: activators or potentiators of mouse TMEM16A chloride channel; Q8BHY3; HEK293 TMEM16A/YFP-H148Q/I152L, iodide quench fluorescence; hits give low values; B-score at 10 µM; hit rate 0.3% among 340,000;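 active = fluorescence-ratio B-score plate-corrected deviation score at least 3 library SD below zero, with starting fluorescence score within 5 deviations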;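 note: channel opened by trigger with iodide after compound preincubation; score built on the fluorescence ratio of max minus min over baseline; more negative score means more quench and so TMEM16A activation or potentiation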
Target sequence (Q8BHY3 whole entry, looked up): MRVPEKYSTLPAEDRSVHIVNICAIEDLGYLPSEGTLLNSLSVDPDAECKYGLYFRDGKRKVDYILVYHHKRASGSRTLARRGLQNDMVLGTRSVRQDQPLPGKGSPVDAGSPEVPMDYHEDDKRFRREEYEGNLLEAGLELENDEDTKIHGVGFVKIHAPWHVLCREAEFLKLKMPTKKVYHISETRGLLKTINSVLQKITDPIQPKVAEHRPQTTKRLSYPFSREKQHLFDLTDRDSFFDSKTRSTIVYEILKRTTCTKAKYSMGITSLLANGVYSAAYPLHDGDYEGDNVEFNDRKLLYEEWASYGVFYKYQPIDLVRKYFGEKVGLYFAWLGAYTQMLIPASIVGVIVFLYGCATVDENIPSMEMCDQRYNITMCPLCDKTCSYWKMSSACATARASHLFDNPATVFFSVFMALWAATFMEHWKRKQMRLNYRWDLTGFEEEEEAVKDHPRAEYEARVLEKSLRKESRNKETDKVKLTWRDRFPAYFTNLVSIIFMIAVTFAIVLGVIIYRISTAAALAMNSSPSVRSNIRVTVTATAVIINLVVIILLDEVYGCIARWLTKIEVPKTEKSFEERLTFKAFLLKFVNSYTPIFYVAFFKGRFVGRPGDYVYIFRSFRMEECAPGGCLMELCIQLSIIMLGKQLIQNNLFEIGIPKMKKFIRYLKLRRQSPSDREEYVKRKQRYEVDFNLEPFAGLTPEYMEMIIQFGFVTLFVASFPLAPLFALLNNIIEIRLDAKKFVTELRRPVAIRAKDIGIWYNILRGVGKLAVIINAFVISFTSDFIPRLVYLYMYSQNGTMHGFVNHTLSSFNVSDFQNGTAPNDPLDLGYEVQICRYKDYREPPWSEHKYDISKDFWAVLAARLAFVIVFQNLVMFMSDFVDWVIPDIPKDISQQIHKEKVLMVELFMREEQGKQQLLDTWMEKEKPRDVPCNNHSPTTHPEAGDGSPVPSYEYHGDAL
TRPC4 agonist: TRPC4 (mouse) channel activation; HEK293 TRPC4beta/mu-opioid, Fluo4 calcium fluorescence; hits give high values; B-score at 10 µM; hit rate 0.49% among 310,000; AID 2237;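 active = B-score above 5 SD of library B-scores, and initial fluorescence ratio not above library mean plus 5 SD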;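 note: positive B-score marks a calcium rise read as TRPC4 activation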
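Assay system: HEK293 cells stably co-expressing mouse TRPC4beta and mu-opioid receptor / Timing: Fluo4 dye loading 45 min at room temperature, 110 s recording / Signal: Fluo4 calcium-sensitive dye fluorescence, kinetic, 1 Hz baseline / Read-out: integrated baseline-normalised fluorescence ratio, converted to per-well B score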
TRPC4 PAM: allosterically enhances the mouse TRPC4 cation channel | B-score at 10 µM | HEK293 TRPC4beta/mu-opioid, DAMGO EC20, Fluo-4 Ca2+ flux; hits give high values | Q9QUQ5 | AID 2227 | hit rate 0.42% among 310,000;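 active = B-score of calcium response area above 5 SD of library B-scores, with initial fluorescence ratio within 5 SD of library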;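 note: B-score of integrated fluorescence ratio over time as area under calcium response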
SKKanGAS inh: inhibitors of SKKanGAS S. pyogenes growth in kanamycin (SK-promoter or general growth effect) | BacTiter-Glo, 6 h | inhibition, % at 7.5 µM | hit rate 1.3% among 300,000 | AID 1662;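 active = mean replicate score, as percent of positive control median, at least 50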;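 note: strain carries kanamycin resistance gene driven by streptokinase promoter and grows in 40 µg/ml kanamycin; loss of luminescence reflects streptokinase promoter inhibition or plain growth inhibition; 0% = median of DMSO wells and 100% = positive control at its reference dose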
MrgX1 ag: activates human MrgX1 receptor signaling | Q96LB2 | MrgX1-HEK293 cells, Fluo-4 calcium fluorescence, agonist mode; hits give high values | B-score at 10 µM | hit rate 0.44% among 310,000 | AID 588627;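 active = calcium response B-score plate-corrected fluorescence ratio at least 3 library SD, with starting fluorescence B-score inside 5 SD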
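Material – MrgX1-expressing HEK293 cells · Input – 15,000 cells seeded per well · Dosing – compound as first of three additions · Times – overnight seeding, then 1 h dark dye loading · Measured by – kinetic Fluo-4 NW fluorescence of intracellular calcium · Read-out – B-scored fluorescence response ratio · Benchmarks – positive and negative control wells on each plate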
TRPC4 inh: inhibitors of mouse TRPC4 channel; hit rate 0.39% among 300,000; B-score at 10 µM; Q9QUQ5; HEK293 TRPC4beta/mu-opioid, DAMGO-evoked Fluo4 calcium flux; hits give low values;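 active = B-score over 3 SD under the library average, no early fluorescence shift, positive overall ratio signal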
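Assay system: HEK293 cells with stable TRPC4beta plus mu-opioid receptor expression; Probe or stimulus: DAMGO in two steps, submaximal then maximal; Dosing: single-point compound dosing; Measured by: Fluo4 calcium-dye fluorescence, kinetic read; Read-out basis: B score from integrated Fluo4 fluorescence ratio.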
ANO1 block: inhibitors of mouse TMEM16A calcium-activated chloride channel; Q8BHY3; HEK293 TMEM16A/YFP iodide influx fluorescence, ionomycin; normalized B-score (activity score, 25-100; higher = stronger inhibition) at 10 µM; hit rate 1.2% among 310,000; AID 588511;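 active = ratio plate-corrected score three or more library SD toward inhibition, starting fluorescence score within five deviations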;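 note: score derived from kinetic fluorescence span divided by baseline fluorescence per well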
TRPC6 act: mouse TRPC6 channel activation; B-score at 10 µM; Q61143; AID 2550; HEK293-TRPC6 membrane potential dye fluorescence; hits give high values; hit rate 0.13% among 310,000;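 active = B-score of the integrated fluorescence ratio above library mean plus 3 SD, and starting fluorescence ratio within library mean plus 5 SD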;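 note: higher score means more depolarization so channel activation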
MrgX1 antagonist: human MrgX1 receptor antagonism, primary screen. MRGX1-HEK293 calcium flux, Fluo-4, BAM8-22 antagonism; hits give low values. AID 588676. Q96LB2. hit rate 1.3% among 310,000. B-score at 10 µM;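 active = calcium-response B-score plate-corrected more than 3 library SD below zero, starting fluorescence within 5 deviations, no agonist response on first addition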;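 note: peak minus trough fluorescence over baseline after final BAM8-22 challenge near maximal dose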
TRPC6 inh: blocks the mouse TRPC6 cation channel | Q61143 | HEK293-TRPC6, membrane potential dye, ACh-evoked depolarization; hits give low values | B-score at 10 µM | hit rate 1.1% among 310,000 | AID 2553;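 active = B-score under library mean minus 3 SD, initial fluorescence not abnormally high, positive integrated signal ratio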;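 note: B-score derived from integrated fluorescence ratio over the kinetic read; more negative B-score means stronger inhibition of depolarization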
Active calls of the source: *; i = inactive; / = no result given.

SMILES	MrgX1 PAM	TMEM16A act	TRPC4 agonist	TRPC4 PAM	SKKanGAS inh	MrgX1 ag	TRPC4 inh	ANO1 block	TRPC6 act	MrgX1 antagonist	TRPC6 inh
COc1ccc(C(=O)OCCN2CCN(C3=NS(=O)(=O)c4ccccc43)CC2)cc1OC	i	i	i	i	3.2	i	i	i	i	i	i
CCOc1ccc(-c2cc(C(=O)NCCCN3CCOCC3)c3ccccc3n2)cc1	i	i	i	i	4.5	i	i	i	i	i	i
Cc1cccc(CN2CCc3c(OCC(=O)NCc4ccco4)cccc3C2=O)c1	i	i	i	i	6.3	i	i	i	i	i	i
O=C(COc1ccc(Br)cc1Cl)NC1CCCCC1	i	i	i	i	2.6	i	i	i	i	i	i
C/C(Cn1nnc2ccccc21)=N\NC(=O)c1cccc(Br)c1	i	i	i	i	-6.1	i	i	i	i	i	i
C=C(C)CN1C(=O)C2(OCCO2)c2cc(Br)ccc21	i	i	i	i	-2.7	i	i	i	i	i	i
N#Cc1ccsc1NC(=O)COC(=O)c1ccc(NC(N)=O)cc1	i	i	i	i	12.1	i	i	i	i	i	i
O=C(NCCN1CCCC1)c1ccc2c(c1)N(Cc1cccc(Cl)c1)C(=O)c1ccccc1S2(=O)=O	i	i	i	i	-1.5	i	i	i	i	i	i
COc1ccc2oc(C(=O)OCC(=O)NCCc3ccccc3)c(C)c2c1	i	i	i	i	36.0	i	i	i	i	i	i
N#C/C(=C\C=C\c1ccccc1)C(=O)N1CCCC1	i	i	i	i	-8.5	i	i	i	i	i	i
O=C(NC1CC1)C1=C[C@@H](c2csc3ccccc23)C[C@@H](OCCCCO)O1	i	i	i	i	-4.2	i	i	i	i	i	i
Cc1cccc(C(=O)Nc2ccc(C(=O)N/N=C/c3cccnc3)cc2)c1	i	i	i	i	14.6	i	i	i	i	i	i
COc1cc(N/C(=N/S(=O)(=O)c2ccccc2)c2ccccc2)ncn1	i	i	i	i	-6.2	i	i	i	i	i	i
COc1ccc(-c2nc3scc(-c4ccc(OC)c(OC)c4)c3c(=O)o2)cc1	i	i	i	i	-0.3	i	i	i	i	i	i
CC(C)(C)NC(=O)CCN(/N=C/c1ccccc1)C1=NS(=O)(=O)c2ccccc21	i	i	i	i	0.2	i	i	i	i	i	i
COc1cc(CNC(=O)c2cnc(C)cn2)cc(OC)c1	i	i	i	i	-1.1	i	i	i	i	i	i
COc1cc(SC)ccc1C(=O)OC1CCOC1=O (stereo unspecified)	i	i	i	i	-1.5	i	i	i	i	i	i
CCOC(=O)C1CCN(C(=O)CN(c2ccc(OC)c(OC)c2)S(=O)(=O)c2ccccc2)CC1	i	i	i	i	9.9	i	i	i	i	i	i
N#C/C(=C(/O)CN1CCN(c2ccccc2F)CC1)c1nc(-c2ccccc2)cs1	i	i	i	i	55.3*	i	i	i	i	i	i
COc1ccc(N(C(=O)C(C)C)S(=O)(=O)c2ccc(Cl)cc2)cc1	i	i	i	i	-2.5	i	i	i	i	i	i
COc1cc(NC(=O)Cn2cnc3ccccc3c2=O)c(OC)cc1Cl	i	i	i	i	-11.8	i	i	i	i	i	i
Cc1cc(Oc2ccc3ccccc3c2)nc(SCC(=O)c2ccccc2)n1	i	i	i	i	-21.8	i	i	i	i	i	i
CCc1nc(SCc2ccccc2C)n[nH]1	i	i	i	i	0.9	i	i	i	i	i	i
Cc1ccc(CSc2nc3ccccc3cc2C=O)cc1	i	i	i	i	6.1	i	i	i	i	i	i
CN1C(=O)/C(=N\OC(=O)c2ccccc2Cl)c2ccccc21	i	i	i	i	9.7	i	i	i	i	i	i
Cc1nn2cc(-c3ccc(-c4ccccc4)cc3)nc2s1	i	i	i	i	12.3	i	i	i	i	i	i
CCCCc1c(C)c(C#N)c2nc3ccccc3n2c1Cl	/	/	i	i	-7.1	/	i	/	i	/	i
CC(C)c1nnc(NC(=O)CCC(=O)Nc2ccc3cn[nH]c3c2)s1	i	i	i	i	-1.9	i	i	i	i	i	i
COc1ccc(S(=O)(=O)N(C)c2ccccc2)c2cccnc12	i	i	i	i	-3.4	i	i	i	i	i	i
Cc1ccc(NC(=O)/C=C/c2cccc([N+](=O)[O-])c2)nc1	i	i	i	i	1.4	i	i	i	i	i	i
COc1ccc(CNC(=S)NCc2ccc(OC(C)C)cc2)cc1	i	i	i	i	-3.6	i	i	i	i	i	i
Cc1nc(-c2ccc(C(=O)Nc3cccc(F)c3)cc2)cs1	i	i	i	i	15.8	i	i	i	i	i	i
O=[N+]([O-])c1ccc(SCc2ccncc2)nc1	i	i	i	i	4.2	i	i	i	i	i	i
CC1(C)CC(NC(=O)COc2ccc([N+](=O)[O-])cc2)CC(C)(C)N1	i	i	i	i	-10.1	i	i	i	i	i	i
CCOc1ccccc1OCCCOc1ccc([N+](=O)[O-])cc1Cl	i	i	i	i	-8.2	i	i	i	i	i	i
Cc1cc(C)c(NC(=O)Cn2nnc(C(=O)NCc3ccc4c(c3)OCO4)c2N)c(C)c1	i	i	i	i	-1.3	i	i	i	i	i	i
O=C(Nc1ccc(Cl)c(C(F)(F)F)c1)C1CCCN(S(=O)(=O)c2cnc[nH]2)C1 (stereo unspecified)	i	i	i	i	-9.4	i	i	i	i	i	i
CCCOC(=O)c1ccc(Oc2c(-c3ccc(OC)cc3O)n[nH]c2C)cc1	i	i	i	i	61.2*	i	i	i	i	i	i
COc1ccc(NC(=O)c2cc(-c3ccco3)nc3ccccc23)cc1S(=O)(=O)N1CCOCC1	i	i	i	i	-3.5	i	i	i	i	i	i
COc1cc(OC)c2c(c1C(CCN1CCOCC1)c1ccc(N(C)C)cc1)OC(=O)CC2c1ccc(N(C)C)cc1 (stereo unspecified)	i	i	i	i	0.3	i	i	i	i	i	i
CCOC(=O)C1=C(C)NC(=S)NC1c1ccc(C)s1 (stereo unspecified)	i	i	i	i	0.8	i	i	i	i	i	i
COc1ccc(CCNC(=O)C(C)n2nc(C)n3c(cc4occc43)c2=O)cc1OC (stereo unspecified)	i	i	i	i	0.2	i	i	i	i	i	i
CCCCCn1c(CNC(C)=O)nc2ccccc21	i	i	i	i	-5.2	i	i	i	i	i	i
CCN(CC)CCNc1nc2ccccc2n1C	i	i	i	i	-1.8	i	i	i	i	i	i
COc1ccc(N2CCN(C(=O)COC(=O)CCOc3ccccc3C)CC2)cc1	i	i	i	i	-9.7	i	i	i	i	i	i
Cc1ccc(C(c2sc3ncnn3c2O)N2CCCCC2)cc1 (stereo unspecified)	i	i	i	i	-4.3	i	i	i	i	i	i
CC(CN1CCNCC1)(NS(=O)(=O)c1ccccc1)c1ccccc1 (stereo unspecified)	i	i	i	i	-12.6	i	i	i	i	i	i
Cn1cc(C=C2C(=O)OC3(CCCCC3)OC2=O)c2ccccc21	i	i	i	i	-2.7	i	i	i	i	i	i
COc1cccc(C(=O)CN2C3=NCCCN3c3ccccc32)c1	i	i	i	i	-4.0	i	i	i	i	i	i
COc1ccccc1NC(=O)CN1CCN(c2ccccn2)CC1	i	i	i	i	4.7	i	i	i	i	i	i
Cc1ccc(-c2nn(-c3ccccc3)cc2CN(Cc2ccccc2)C(=O)CCC(=O)O)o1	i	i	i	i	12.4	i	i	i	i	i	i
CCOC(=O)Cc1c(C)nc2c(C#N)c(C)nn2c1C	i	i	i	i	0.3	i	i	i	i	i	i
Cc1ccc(C)c(C(=O)Nc2nc3ccccc3[nH]2)c1	i	i	i	i	7.2	i	i	i	i	i	i
Cc1ccccc1C(=O)N1CCC(C(=O)Nc2ccccc2N2CCCC2)CC1	i	i	i	i	-2.9	i	i	i	i	i	i
CCOC(=O)c1c(Cc2ccc(Cl)cc2)c[nH]c1C	i	i	i	i	0.1	i	i	i	i	i	i
CC1=C(C(N)=O)C(c2ccncc2)n2nc(-c3ccccc3Cl)nc2N1 (stereo unspecified)	i	i	i	i	-0.9	i	i	100*	i	i	i
CC(C)CCN(C(=S)Nc1cccc(F)c1)C(C)c1cccs1 (stereo unspecified)	10.5*	i	i	i	9.1	i	i	i	i	i	i
COc1ccc(C(=O)Nc2nnc(SCC(=O)NC3CCCC3)s2)c(OC)c1	i	i	i	i	-0.9	i	i	i	i	i	i
CC(CCc1ccccc1)NCC(O)c1ccc(O)c(C(N)=O)c1 (stereo unspecified)	i	i	i	i	-0.6	i	i	i	i	i	i
O=C(COC(=O)c1ccc(Cl)nc1)NCCNC(=O)COC(=O)c1ccc(Cl)nc1	i	i	i	i	1.6	i	i	i	i	i	i

Results in TMEM16A act, MrgX1 antagonist and TRPC4 PAM (two entries from above):
| compound | TMEM16A act | MrgX1 antagonist | TRPC4 PAM |
| --- | --- | --- | --- |
| O=C(COC(=O)c1ccc(Cl)nc1)NCCNC(=O)COC(=O)c1ccc(Cl)nc1 | i | i | i |
| COc1ccc(C(=O)Nc2nnc(SCC(=O)NC3CCCC3)s2)c(OC)c1 | i | i | i |

(listing goes on)
SMILES	MrgX1 PAM	TMEM16A act	TRPC4 agonist	TRPC4 PAM	SKKanGAS inh	MrgX1 ag	TRPC4 inh	ANO1 block	TRPC6 act	MrgX1 antagonist	TRPC6 inh
COc1ccc(C2C(C#N)C(C#N)N3CCCN23)cc1 (stereo unspecified)	i	i	i	i	0.2	i	i	i	i	i	i
C=CCn1cnc2c(nnn2Cc2ccc(F)cc2)c1=O	i	i	i	i	-0.6	i	i	i	i	i	i
CCOC(=O)CC(c1ccc(N)cc1)n1c(C)ccc1C (stereo unspecified)	i	i	i	i	-2.9	i	i	i	i	i	i
C/C(=N\NC(=O)CC1N=C(Cc2ccccc2)NNC1=O)c1ccc(C)cc1 (stereo unspecified)	i	i	i	i	4.5	i	i	i	i	i	i
Cc1nc2ccccc2c2oc(C(=O)NCCN3CCCCC3C)cc12 (stereo unspecified)	i	i	i	i	-8.3	i	i	i	i	i	i
COc1ccc(/C=C(/NC(=O)c2ccc([N+](=O)[O-])cc2)C(=O)NCCCN(C)C)cc1	i	i	i	i	1.1	i	i	i	i	i	i
CC1CCN(S(=O)(=O)c2ccc(C(=O)Nc3ccccn3)cc2)CC1	i	i	i	i	10.8	i	i	i	i	i	i
